PKM2 act: activators of human pyruvate kinase M2 | P14618 | purified PKM2, Kinase-Glo ATP luminescence, activation; response scale: 0% is enzyme alone, no compound | Potency, µM (titrated, usually from 57.5 µM), for inactives: top-dose activation, usual class: activators | hit rate 0.34% among 260,000 | AID 1631; also: potency is read from the fitted curve at half-maximal effect; % is scaled to controls: 0 for no effect and ±100 for the full control effect; nearly all actives have a fitted effect of over 55% in size
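ATP formation by purified human PK-M2, quantified via coupled luciferase luminescence after 1 h at room temperature with 0.1 mM ADP and 0.5 mM PEP final.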
Chronic BCR inh: blocks chronic active B-cell receptor signaling; ABC-DLBCL IkBa-CBG/CBR reporter, luminescence ratio, 4 h; Potency, µM (doses to about 46.1 µM), inactives show top-dose ratio change, negative = lower green/red ratio, usual class: inhibitors; hit rate 0.05% among 340,000; AID 493014; active = well fitted inhibition curve with a large enough effect in the signal ratio, with a control signal flat, not every such curve was filed as active; inconclusive = small, poorly fitted or top-dose-only effect, or effect the other way, or a change in a side signal; the % refers to the signal ratio;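 also: potency is read from the fitted curve at half-maximal effect; plate controls were basal doxycycline-induced cells for no effect and cells given 10 µM MG132 for full effect; MG132 reads +100%, hits lower the ratio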
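TMD8 human ABC-DLBCL cells with doxycycline-inducible IκBα–green luciferase fusion and unfused red luciferase, in 0.5% FBS medium; compounds up to 46 uM, 4 h at 37C. Green/red luminescence ratio, filter-overlap corrected, fitted to concentration-response curves.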
B2AR arrestin: agonists driving beta-arrestin recruitment to human beta2-adrenergic receptor | beta-arrestin recruitment to beta2AR, cell-based reporter | Potency, µM (series often up to 46.1 µM), without a hit: at the top dose activation, actives largely listed as activators | hit rate 0.02% among 330,000 | AID 492947;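 also: potency is read from the fitted curve at half-maximal effect; 0% = DMSO controls and full agonism = EC100 isoproterenol or metaproterenol; nearly all actives have a fitted effect of over 65% in size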
TSG101-PTAP inh: blocks PTAP/TSG101 interaction to inhibit HIV-1 budding; Q99816; Fluorescence polarization, FITC-PTAP peptide / Tsg101 binding; AID 493005; Potency, µM (doses to about 115 µM), for the others: at the top dose activity change, negative = inhibition, hits mostly inhibitors; 340,000 tested, under 10 active; active = well fitted inhibition curve with a large enough effect in the main read-out, with a control signal flat, not every such curve was filed as active; inconclusive = small, poorly fitted or top-dose-only effect, or effect the other way, or a change in a side signal; inactive = no such curve, though single readings can be large or run the other way; also: potency is read from the fitted curve at half-maximal effect; % of control where 0% means no effect
Target sequence (Q99816 whole entry, looked up): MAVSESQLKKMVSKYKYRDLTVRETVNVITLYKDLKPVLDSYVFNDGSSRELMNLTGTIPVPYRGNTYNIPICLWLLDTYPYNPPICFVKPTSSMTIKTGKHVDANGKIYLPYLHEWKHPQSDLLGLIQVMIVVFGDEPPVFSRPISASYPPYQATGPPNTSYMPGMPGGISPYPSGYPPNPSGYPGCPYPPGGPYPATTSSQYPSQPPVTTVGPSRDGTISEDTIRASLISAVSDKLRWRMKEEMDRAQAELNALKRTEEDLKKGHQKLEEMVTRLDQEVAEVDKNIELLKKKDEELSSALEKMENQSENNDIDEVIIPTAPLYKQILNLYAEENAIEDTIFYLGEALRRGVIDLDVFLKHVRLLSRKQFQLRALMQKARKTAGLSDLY
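Tsg101 binding domain (10 uM final) was mixed with compound and a FITC-labeled PTAP peptide (50 nM final) in HEPES pH 7.5 buffer with NaCl, Tween 20, EDTA and TCEP; fluorescence polarization was read after 20 min at r.t.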
Coupling enz: counter-screen for Giardia aldolase inhibitors: coupling enzyme system; coupling enzyme system counterscreen, AmpLite Red fluorescence; activity change, negative = inhibition, % at 58.2 µM, hits read low; hit rate 0.67% among 290,000; in the data active = activity change below about -30%; also: % is scaled to controls: 0 for no effect and ±100 for the full control effect
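Activity here indicates interference with the coupling reaction, not aldolase inhibition. Compounds at 57.5 uM final met coupling enzymes for 10 min at RT; substrate and AmpLite Red detection followed, with a 525/598 nm fluorescence read after 20 min.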
Tb PFK inh: T. brucei PFK enzyme inhibition. hit rate 0.17% among 330,000. AID 485367. T. brucei PFK, ADP-Glo luminescence. Potency, µM (highest dose often 57.5 µM), without a hit: at the highest dose activity, negative = inhibition, usual class: inhibitors. O15648;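 also: potency is read from the fitted curve at half-maximal effect; 0% = uninhibited 1x PFK enzyme wells and -100% = no-enzyme wells; nearly all actives have a fitted effect of over 60% in size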
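In TEA buffer at pH 8.0 with 5 mM MgCl2, enzyme (1.25 nM) converted F6P (0.5 mM) and ATP (0.1 mM) for 45 min at room temperature. ADP product was read by luciferase luminescence.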
Giardia killer: kills Giardia lamblia; AID 540267; hit rate 0.15% among 340,000; Giardia lamblia trophozoite viability; activity change, % at 7.66 µM, hits read low; in the data active = activity change below about -80%; inconclusive = between about -30% and that limit;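 also: parasites exposed to compound for two days anaerobically before the ATP read; % is scaled to controls: 0 for no effect and ±100 for the full control effect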
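Anaerobic 48 hrs incubation at 37 deg C of 100 trophozoites/well with test compounds; ATPLite 1-Step luminescence, 15-30 min RT, reports cellular ATP as viability.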
Menin MLL FP TR: inhibitors of human menin-MLL interaction, mutant MLL peptide | hit rate 0.23% among 270,000 | O00255 | Potency, µM (doses to about 61.6 µM), without a hit: top-dose FP activity change, negative = inhibition, usual class: inhibitors | Menin + Texas Red MLL mutant peptide, fluorescence polarization | AID 1768; active = well fitted inhibition curve with a large enough effect in the polarisation, with a control signal flat, not every such curve was filed as active; inconclusive = small, poorly fitted or top-dose-only effect, or effect the other way, or a change in a side signal; inactive = no such curve, though single readings can be large or run the other way; the % refers to the polarisation; also: potency is read from the fitted curve at half-maximal effect; % of control where 0% means no effect; many of its hits are not listed in these tables
Target sequence (O00255 whole entry, looked up): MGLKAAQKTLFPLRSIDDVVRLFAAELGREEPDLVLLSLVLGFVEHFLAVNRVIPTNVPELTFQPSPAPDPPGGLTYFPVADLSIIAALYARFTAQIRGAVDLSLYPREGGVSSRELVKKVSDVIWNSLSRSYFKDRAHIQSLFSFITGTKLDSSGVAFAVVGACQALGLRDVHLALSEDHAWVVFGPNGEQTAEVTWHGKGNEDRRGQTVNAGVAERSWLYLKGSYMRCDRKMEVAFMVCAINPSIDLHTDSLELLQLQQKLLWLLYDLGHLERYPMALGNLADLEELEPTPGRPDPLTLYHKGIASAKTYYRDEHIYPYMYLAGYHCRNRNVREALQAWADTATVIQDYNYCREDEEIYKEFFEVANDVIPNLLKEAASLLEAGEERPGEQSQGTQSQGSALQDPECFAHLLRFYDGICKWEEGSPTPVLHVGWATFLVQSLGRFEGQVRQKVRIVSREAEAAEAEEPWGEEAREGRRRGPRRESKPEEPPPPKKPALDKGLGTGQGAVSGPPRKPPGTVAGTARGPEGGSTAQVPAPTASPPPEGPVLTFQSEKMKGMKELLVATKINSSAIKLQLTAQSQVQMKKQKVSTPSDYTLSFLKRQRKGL
GALK inhibitor: inhibitors of human galactokinase; P51570; Purified GALK, Kinase-Glo residual ATP luminescence; Potency, µM (highest dose often 57.5 µM), for the others: top-dose activity change, negative = inhibition, usual class: inhibitors; hit rate 0.007% among 270,000; AID 1868; also: potency is read from the fitted curve at half-maximal effect; % is scaled to controls: 0 for no effect and ±100 for the full control effect
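5 nM enzyme, 35 uM ATP, 100 uM galactose, 20 mM HEPES pH8.0, 5 mM MgCl2; 1 h RT; residual ATP by Kinase-Glo Plus luminescence, qHTS format.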
a7 integrin act: activators of alpha7 integrin expression for muscular dystrophy | hit rate 0.064% among 350,000 | Potency, µM (doses to about 38.3 µM), for inactives: at the top dose activation, usual class: activators | AID 624291 | alpha7betagal myoblasts, beta-gal FDG fluorescence, 48 h;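 also: potency is read from the fitted curve at half-maximal effect; 100% = response of the positive control SU9516; nearly all actives have a fitted effect of over 60% in size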
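Alpha7betagal+/- myoblasts (passage 13) were plated 16-24 hr, then exposed to compounds (1:260 dilution of DMSO stock) for 48 hours at 37C. After MPER lysis, β-galactosidase reporter activity was read as FDG fluorescence (ex 480/em 540) after 30 minutes.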
ASM inhibitor: inhibitors of human secretory acid sphingomyelinase; P17405; placental ASM, HMU-PC fluorogenic substrate, 60 min; Potency, µM (top dose mostly 57.5 µM), for inactives: top-dose activity change, negative = inhibition, hits mostly inhibitors; hit rate 0.006% among 340,000; also: potency is read from the fitted curve at half-maximal effect
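Human placenta-derived ASM preincubated with compound 10 min at room temperature, then reacted with 9 uM (final) fluorogenic HMU-PC substrate for 60 min at 37 C. Stop solution raises pH to 10; fluorescence read at Ex 386/Em 447 nm.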
* marks the source's active call; other numbers are inactive results; i = inactive; ? = inconclusive; nt = not tested or not shown; [ ] = another dose, or the depositor's remark. Unless noted, calls follow the shape of the dose curve; as a rule, active = well fitted curve in the direction sought with a large enough effect; inconclusive = small, poorly fitted or top-dose-only effect, or another doubt; inactive = no such curve, though single readings can be large; an effect the other way counts as inactive or inconclusive. A portion of the library (hit frequency here may not be typical).

SMILES	PKM2 act	Chronic BCR inh	B2AR arrestin	TSG101-PTAP inh	Coupling enz	Tb PFK inh	Giardia killer	Menin MLL FP TR	GALK inhibitor	a7 integrin act	ASM inhibitor
CC(C)C(=O)Nc1ccc(NC(=O)c2ccco2)cn1	-6%	?	-0.7%	-11%	0	2%	-13	-1%	3%	-27%	4%
COC(=O)[C@@H]1CC[C@@](C)(c2ccc(OC)cc2)C1(C)C	nt	0%	0.1%	-6%	nt	-8%	-24	nt	nt	-16%	-3%
CCCN1CCC(NC(=S)Nc2ccc(C(=O)OCC)cc2)CC1	-5%	-2%	-1.3%	-1%	2	-1%	1	-12%	0%	-30%	-5%
CN(c1cccc(Cl)c1)S(=O)(=O)c1cccc(C(=O)Nc2ccc3c(c2)CCC3)c1	-2%	1%	-0.1%	1%	2	3%	-27	15%	-1%	-20%	-9%
O=C(NCCc1ccc(Cl)cc1)C1CC(=O)N(CCc2ccccc2)C1 (stereo not drawn)	nt	1%	0.0%	-7%	0	-2%	-8	-7%	8%	?	6%
CCOc1ccc(-c2c(C(=O)N/N=C/c3ccco3)nnn2-c2nonc2N)cc1	nt	6%	0.3%	0%	nt	0%	1	nt	-3%	23%	4%
COc1ccc(-c2cn[nH]c2-c2ccc(OCc3ccccc3)cc2O)cc1	3%	3%	0.0%	2%	-4	1%	0	nt	-3%	-50%[inhibitor]	?
O=C(COC(=O)c1ccccc1O)Nc1cccc(S(=O)(=O)NC2=NCCCCC2)c1	18%	-5%	-0.3%	-1%	4	13µM*	4	nt	-1%	-7%	-3%
CCOC(=O)C1CCCN(C(=O)C(=O)c2cn(CC(=O)N3CCOCC3)c3ccccc23)C1 (stereo not drawn)	7%	1%	-0.3%	-2%	nt	-8%	17	nt	-1%	20%	-1%
Nc1nnc(SC2CC(=O)N(c3ccccc3)C2=O)s1 (stereo not drawn)	2%	?	-0.2%	4%	0	1%	-13	3%	5%	-25%	5%
COc1cc(C(=O)Nc2ccc(S(=O)(=O)Nc3cnc4ccccc4n3)cc2)cc(OC)c1OC	0%	-13%	-0.6%	3%	21	1%	2	31%[activator]	4%	28%	45%
CC(C)N1CCC(N2CCN(C3CCCCC3)CC2CCO)CC1 (stereo not drawn)	-2%	5%	-0.1%	1%	3	5%	-1	-1%	1%	-44%[inhibitor]	3%
Cc1ccc(C(=O)N2CCN(c3ccccc3)CC2)cc1S(=O)(=O)N1CCCC1	12%	-5%	-0.2%	-4%	1	-2%	-24	-12%	1%	-35%	1%
CCCCn1c(N)c(N(CC(C)C)C(=O)c2cc(Cl)nc3ccccc23)c(=O)[nH]c1=O	nt	-2%	-0.4%	0%	nt	13%	-9	nt	nt	1%	4%
COC(=O)c1ccc(/C=N/NC(=O)C(=O)NCc2ccccc2)cc1	-18%	10%	0.1%	0%	2	1%	-10	-13%	9%	12%	-2%
CCc1cc2cc(C(=O)N3CCN(c4ccccc4)CC3)sc2s1	2%	5%	0.0%	-3%	4	-1%	2	5%	-1%	22%	0%
CCc1ccc(S(=O)(=O)NCc2csc(C)n2)s1	2%	-15%	-0.1%	10%	0	4%	20	-11%	-1%	-27%	1%
Cc1cc(C(=O)CSc2nnc(-c3ccc(Cl)cc3)n2C)c(C)n1CC1CCCO1 (stereo not drawn)	1%	5%	0.0%	-12%	nt	0%	-15	-6%	1%	28%	0%
CSc1nc(-c2ccccc2)nc(NC(=O)C(C)C)c1C(C)=O	1%	?	0.5%	-5%	3	-1%	2	-9%	11%	5%	0%
CCc1cc(=O)oc2c(CN3CCN(C)CC3)c(O)c(Cl)cc12	0%	?	-0.2%	-7%	0	-2%	0	0%	2%	-32%[7.66 µM]	i
Cc1ccc(/C=N\NC(=O)Cn2nnc3ccccc32)o1	7%	-17%	0.0%	0%	6	-8%	-14	5%	3%	0%	2%
O=C(Nc1cccc(OCC(=O)N2CCOCC2)c1)C1CCCCC1	-3%	?	0.0%	-5%	0	-15%	20	5%	0%	5%	5%
CCOc1ccc(-n2c(SCC(=O)O)nc3sc4c(c3c2=O)CCCC4)cc1	-3%	?	-0.2%	-5%	12	0%	22	11%	-2%	23%	10%
CC(C)N(C(=O)[C@H]1C[C@H](CC(=O)NCc2cccc(C(F)(F)F)c2)C(=O)N2CCc3c([nH]c4cc(-c5ccco5)ccc34)[C@]12C)C(C)C	nt	0%	-0.4%	-1%	nt	-1%	23	nt	nt	-2%	?
Cc1ccc(Nc2nnc(SCC(=O)Nc3ccc(S(=O)(=O)N4CCOCC4)cc3)s2)cc1	-5%	?	0.2%	-1%	-8	-4%	6	?	-2%	-24%	-5%
COc1cc(C2C3C(=O)N(Cc4ccccc4)C(=O)C3ON2c2ccccc2)cc(OC)c1O (stereo not drawn)	16%	-12%	0.2%	-3%	-11	-2%	-1	13%	1%	8%	14%
CCc1ccccc1N1C(=O)c2cccc3c(N4CCOCC4)c([N+](=O)[O-])cc(c23)C1=O	3%	6%	-0.2%	-10%	-4	4%	-8	20%	-3%	13%	-29%
Nc1nc2n(n1)C(c1ccco1)CC(c1ccc(F)cc1)N2 (stereo not drawn)	1%	10%	0.1%	0%	0	-2%	13	-2%[11.7 µM]	0%	20%	5%
O=S(=O)(/N=S1/CC=CCN1S(=O)(=O)c1ccccc1)c1ccccc1 (stereo not drawn)	4%	?	0.2%	-12%	7	?	-18	-18%	0%	-40%	3%
N#Cc1cc2c(nc1SCc1ccncc1)CCC2	-1%	?	0.1%	-5%	5	-4%	-2	-30%	0%	9%	11%
COc1ccc(C)cc1-n1nnnc1SC(C)C(=O)NC1CCCC1 (stereo not drawn)	nt	3%	-0.7%	0%	nt	5%	8	nt	nt	11%	1%
O=C(NC(=S)Nc1ccc(Br)cc1)C1CCCCC1	-6%	?	2.4%	-2%	nt	1%	-6	nt	-4%	14%	-2%
Cc1cccnc1NC(=O)Cn1nc(C)c([N+](=O)[O-])c1C	-7%	-13%	-1.0%	-5%	-3	-1%	-3	12%	-5%	-19%	4%
O=C(NCCc1ccccn1)c1cccc(S(=O)(=O)N2CCc3ccccc32)c1	26%	?	0.4%	-1%	-8	-2%	17	15%	10%	9%	-4%
O=C(/C=C/c1ccccc1)N/C(=C\c1ccco1)C(=O)NCCO	6%	-4%	2.6%	-9%	5	6%	-10	4%	-3%	-7%	0%
CCOc1ccc(CN(C(=O)c2cccs2)C2CCS(=O)(=O)C2)cc1 (stereo not drawn)	2%	1%	0.2%	-1%	-1	0%	8	-3%	7%	2%	3%
CC(=O)NNc1cccc(Cl)n1	-1%	?	-0.5%	-8%	1	4%	23	-28%	-1%	3%	4%
CC(C)C(NC(=O)c1ccccc1)c1nnc(SCC(=O)Nc2nccs2)n1C (stereo not drawn)	-1%	2%	2.2%	0%	2	0%	-9	-1%	-3%	21%	0%
CC1CCC(C(C)C)C2=C1C(C#N)(C#N)C(C#N)(C#N)C(c1ccccc1)N2 (stereo not drawn)	27%	?	0.1%	-5%	-9	-15%	9	?	-3%	-41%	31%[activator]
Nc1c(O)ccc2c1C(=O)c1ccccc1C2=O	-33%	?	0.3%	-21%	-8	-22%	-18	?	3%	-13%	-2%
CC(=O)c1cccc(NC(=O)Nc2ccc(C)cc2)c1	-1%	8%	-0.5%	0%	-1	-1%	2	1%	0%	1%	-3%
CCOC(=O)C1CCN(C(=O)c2ccc(OC3CCN(C(=O)COC)CC3)cc2)CC1	3%	1%	-0.5%	-7%	3	1%	13	-7%	3%	-15%	-1%
COc1ccc(S(=O)(=O)N(C)CC(=O)N2CCC(C)CC2)cc1Cl	-7%	-3%	-0.5%	-4%	2	19%	-15	-6%	1%	-22%	1%
CC(OC(=O)c1ccc(Cl)cc1)C(=O)NCC1CCCCC1 (stereo not drawn)	nt	0%	-0.9%	-11%	nt	-4%	5	nt	nt	22%	1%
COc1nnc(-c2ccc(N3CCOCC3)c(NC(C)=O)c2)c2ccccc12	7%	?	-0.2%	-18%	3	4%	4	1%	3%	15%	-1%
O=C(CSc1nnc(Nc2ccccc2F)s1)NC1CCS(=O)(=O)C1 (stereo not drawn)	nt	1%	-0.1%	-4%	nt	0%	-11	nt	nt	2%	-2%
CCn1c(CCNC(=O)c2ccc(OC)c(OC)c2)nc2ccccc21	11%	?	-1.5%	-4%	1	-5%	-1	-10%	-5%	9%	3%

Assay outcomes deposited in PubChem BioAssay by National Center for Advancing Translational Sciences (NCATS).
